APOBEC3G inh: APOBEC3G (human) deaminase inhibition. inhibition, % at 20 µM. 330,000 compounds, 0.28% hits. recombinant A3G, ssDNA deamination FAM/TAMRA fluorescence. Q9HC16;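 active = inhibition of at least 40% at 20 µM, with no more than 30% in the related APOBEC3A deaminase screen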;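 also: plate controls were DMSO wells with A3G for no effect and wells lacking A3G enzyme for full effect; some compounds called inactive have numbers as strong as hits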
Target sequence (Q9HC16 whole entry, looked up): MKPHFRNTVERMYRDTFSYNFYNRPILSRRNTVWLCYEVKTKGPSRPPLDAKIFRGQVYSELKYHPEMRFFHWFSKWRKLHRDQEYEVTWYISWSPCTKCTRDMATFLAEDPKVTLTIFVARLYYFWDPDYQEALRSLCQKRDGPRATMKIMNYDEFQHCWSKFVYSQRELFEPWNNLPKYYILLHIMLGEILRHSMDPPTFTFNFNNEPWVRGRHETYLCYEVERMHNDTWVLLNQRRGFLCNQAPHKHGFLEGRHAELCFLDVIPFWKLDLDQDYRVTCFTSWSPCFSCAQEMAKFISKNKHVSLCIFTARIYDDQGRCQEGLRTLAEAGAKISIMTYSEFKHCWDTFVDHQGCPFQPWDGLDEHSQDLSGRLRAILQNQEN
hIAP inh: human IAP inhibition; 330,000 compounds, 0.12% hits; inhibition, % at 10 µM; purified IAP, CDP-Star luminescence, 30 min; P09923;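 active = inhibition reaching a set limit with compound at 10 µM in the primary screen, cut at about 35% in these data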;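 also: plate controls were DMSO wells with enzyme for no effect and no-enzyme buffer wells for full effect; values of inactives mirror those of a sister screen read the other way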
Target sequence (P09923 whole entry, looked up): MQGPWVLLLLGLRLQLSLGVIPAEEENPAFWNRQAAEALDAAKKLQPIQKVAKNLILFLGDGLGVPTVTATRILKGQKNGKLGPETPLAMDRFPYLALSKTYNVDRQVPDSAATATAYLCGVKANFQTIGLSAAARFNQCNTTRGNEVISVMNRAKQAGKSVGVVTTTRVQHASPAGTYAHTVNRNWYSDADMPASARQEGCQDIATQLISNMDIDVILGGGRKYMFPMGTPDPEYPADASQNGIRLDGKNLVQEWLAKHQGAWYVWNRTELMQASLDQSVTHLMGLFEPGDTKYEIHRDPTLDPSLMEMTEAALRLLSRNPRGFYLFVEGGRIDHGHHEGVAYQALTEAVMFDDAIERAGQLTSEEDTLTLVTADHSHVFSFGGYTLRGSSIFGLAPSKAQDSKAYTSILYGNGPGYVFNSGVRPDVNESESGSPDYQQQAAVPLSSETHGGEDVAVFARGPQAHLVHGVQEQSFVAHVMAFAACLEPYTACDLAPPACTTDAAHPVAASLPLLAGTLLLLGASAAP
MIN6 prolif: induces beta-cell replication in MIN6 cells; MIN6 cells proliferation, ATPlite luminescence, 48 h; cells starved in 0.2% serum; 100% = growth in 10% serum; proliferation, % at 10 µM; 330,000 compounds, 0.29% hits;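 active = compounds whose signal lies at least 3.5 SD above the mean of all wells on their plate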;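 also: 0% = DMSO-treated cells in low-serum medium and 100% = 10% serum control; some compounds called inactive have numbers as strong as hits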
NLRP3 yeast inh: blocks the NALP3 inflammasome reconstituted in yeast. Yeast reconstituted NLRP3/ASC/caspase-1, beta-gal luminescence, 24 h. inhibition, % at 10 µM. 330,000 compounds, 0.39% hits. AID 2825;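 active = inhibition of 50% or more; inactive = inhibition below 50%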;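 also: plate controls were induced DMSO wells for no effect and uninduced yeast grown without galactose for full effect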
tim10-1 inh: tim10-1 yeast growth inhibition; inhibition, % at 20 µM; S. cerevisiae tim10-1 ts strain growth, BacTiter-Glo, 24 h; 330,000 compounds, 2.2% hits;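 active = inhibition of at least 40%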;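 also: mutant grown at 25 °C; 0% = DMSO wells with yeast and 100% = wells holding no yeast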
A3A deaminase: human APOBEC3A DNA deaminase inhibition. P31941. recombinant A3A, FAM/TAMRA ssDNA deamination fluorescence. inhibition, % at 20 µM. 330,000 compounds, 0.41% hits. AID 493011;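 active = at least 40% inhibition at 20 µM here, with at most 30% in a related deaminase screen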;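 also: plate controls were A3A with DMSO for no effect and wells lacking A3A enzyme for full effect; some results filed as inactive read as strong as hits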
Target sequence (P31941 whole entry, looked up): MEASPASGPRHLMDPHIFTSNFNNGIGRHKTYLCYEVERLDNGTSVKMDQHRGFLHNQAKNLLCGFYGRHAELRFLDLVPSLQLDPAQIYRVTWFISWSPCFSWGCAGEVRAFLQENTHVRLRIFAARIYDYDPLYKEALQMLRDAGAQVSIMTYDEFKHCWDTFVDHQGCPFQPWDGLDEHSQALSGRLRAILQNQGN
TIM10 inh: TIM10 yeast growth inhibition. S. cerevisiae TIM10 strain growth, BacTiter-Glo luminescence, 24 h. 330,000 compounds, 1.4% hits. inhibition, % at 10 µM. AID 463195;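 active = inhibition of 40% or more at the single tested concentration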;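 also: wild-type TIM10 isogenic control strain grown at permissive 25 °C; 0% = DMSO yeast wells and 100% = minimal medium wells without yeast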
mIAP block: blocks mouse intestinal alkaline phosphatase; 330,000 compounds, 0.2% hits; inhibition, % at 10 µM; purified mouse IAP, CDP-Star luminescence, 30 min;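 active = inhibition of at least 40% at 10 µM in the primary screen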;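 also: plate controls were DMSO with enzyme for no effect and no enzyme wells for full effect; values of inactives mirror those of a sister screen read the other way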
mIAP act: mouse IAP activation. muIAP, CDP-Star luminescence, 30 min; active compounds read high; 1 = vehicle-only enzyme signal, 0 = enzyme-free wells. activation factor at 10 µM. 330,000 compounds, 0.24% hits;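 active = activation factor of at least 2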; also: the source names both 10 and 20 µM as test concentration; values of inactives mirror those of a sister screen read the other way
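System: mouse IAP enzyme. Reagent: CDP-Star chemiluminescent phosphatase substrate. Benchmarks: DMSO wells, no-enzyme wells. Times: 30 min enzyme-substrate-compound incubation at room temperature. Detection: luminescence from enzymatic CDP-Star hydrolysis. Doses: test compounds delivered from DMSO solution.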
Active calls of the source: *. Compounds were not picked by outcome. Share with any hit: about 4.6%.

SMILES	APOBEC3G inh	hIAP inh	MIN6 prolif	NLRP3 yeast inh	tim10-1 inh	A3A deaminase	TIM10 inh	mIAP block	mIAP act
COC(=O)c1ccc(Cl)c(NC(=O)CN2CCC(C)CC2)c1	-4	9	-1	12	13	-1	-11	8	0.92
COc1ccc(/C=N/NC(=O)CNC(=O)c2ccc(S(=O)(=O)N3CCOCC3)cc2)c(OC)c1	0	-2	-3	-13	-5	3	4	-3	1
CC1CCCCC1NC(=O)NC(=O)COC(=O)C1=NN(c2ccccc2)C(=O)CC1 (stereo not given)	-3	-1	0	13	-2	1	8	-1	1
Cc1ccc(Oc2ccc(N)cc2)cc1	3	2	0	27	25	2	10	-4	1
COc1ccc(NC(=O)CN(C)C(=O)CNC(=O)c2ccc3c(c2)OCO3)cc1	-7	-3	-1	20	-3	-1	-3	6	0.94
O=C(NN1CC(=O)N(c2cc(Cl)cc(Cl)c2)CC1=O)c1sccc1Cl	-5	-27	-1	2	15	-2	10	-3	1
O=C(CS(=O)CC(=O)Nc1cnc2ccccc2c1)Nc1ccc(Cl)cc1 (stereo not given)	-5	4	-2	17	-13	-1	7	-4	1
COc1ccc(NC(=O)c2ccccn2)cc1S(=O)(=O)N1CCOCC1	-6	4	-2	17	6	3	-22	-3	1
O=C1C2C3C=CC(C3)C2C(=O)N1Nc1ccccc1 (stereo not given)	-1	2	0	-14	-1	-1	-1	-1	1
O=C(N/C(=C/c1ccc(Br)cc1)C(=O)N1CCOCC1)c1ccco1	4	29	1	13	0	-2	-7	-9	1.1
Cc1ccc(CNC(=O)CCS(=O)(=O)c2ccc3nc(C)sc3c2)cc1	-2	10	2	22	4	-3	-5	4	0.96
CCc1[nH]nc2c1C(c1ccncc1)C(C#N)=C(N)O2 (stereo not given)	-1	-24	0	-8	-2	0	-3	3	0.97

Another view of part of the listing above:
> COc1ccc(NC(=O)CN(C)C(=O)CNC(=O)c2ccc3c(c2)OCO3)cc1
  APOBEC3G inh: -7
  hIAP inh: -3
  MIN6 prolif: -1
  NLRP3 yeast inh: 20
  tim10-1 inh: -3
  A3A deaminase: -1
  TIM10 inh: -3
  mIAP block: 6
  mIAP act: 0.94
> O=C(NN1CC(=O)N(c2cc(Cl)cc(Cl)c2)CC1=O)c1sccc1Cl
  APOBEC3G inh: -5
  hIAP inh: -27
  MIN6 prolif: -1
  NLRP3 yeast inh: 2
  tim10-1 inh: 15
  A3A deaminase: -2
  TIM10 inh: 10
  mIAP block: -3
  mIAP act: 1
> COc1ccc(/C=N/NC(=O)CNC(=O)c2ccc(S(=O)(=O)N3CCOCC3)cc2)c(OC)c1
  APOBEC3G inh: 0
  hIAP inh: -2
  MIN6 prolif: -3
  NLRP3 yeast inh: -13
  tim10-1 inh: -5
  A3A deaminase: 3
  TIM10 inh: 4
  mIAP block: -3
  mIAP act: 1
> COC(=O)c1ccc(Cl)c(NC(=O)CN2CCC(C)CC2)c1
  APOBEC3G inh: -4
  hIAP inh: 9
  MIN6 prolif: -1
  NLRP3 yeast inh: 12
  tim10-1 inh: 13
  A3A deaminase: -1
  TIM10 inh: -11
  mIAP block: 8
  mIAP act: 0.92

(continued)
SMILES	APOBEC3G inh	hIAP inh	MIN6 prolif	NLRP3 yeast inh	tim10-1 inh	A3A deaminase	TIM10 inh	mIAP block	mIAP act
O=C1N/C(=N/N=C/c2ccco2)SC1Cc1ccccc1 (stereo not given)	-3	-15	0	5	-11	-1	-12	0	1
CCCCNC(=O)Oc1ccc(C(=O)N2c3ccccc3NC(=O)C2C)cc1 (stereo not given)	-9	11	1	19	-16	-5	7	-2	1
Cc1cccc(NC(=S)N/N=C/c2ccc3c(c2)OCO3)c1	-2	-23	0	-24	42*	-2	47*	14	0.86
Cc1cc(NC(=O)CSc2nnc(Cc3cccn3C)n2CCc2ccccc2)no1	2	-16	2	24	25	1	6	0	1
COc1cc(OC)c(OC)cc1CNCc1ccc2c(c1)OCO2	-8	-11	-4	13	-3	-4	-1	-4	1
COC(=O)c1cc(NC(=O)c2c(C)noc2C)ccc1N1CCOCC1	-10	8	2	29	-1	-3	1	2	0.98
CCOC(=O)C1(CCCc2ccccc2)CCN(Cc2cn(CC)nc2C)CC1	-1	0	-4	18	3	1	7	6	0.94
CC(=O)N1CCN(CC(=O)O)CC1	-9	-8	-1	-2	3	-4	2	8	0.92
O=C(/C=C/c1ccccc1)Nn1c(-c2cccs2)nc2ccccc2c1=O	-3	17	-4	7	16	1	16	-12	1.1
Cn1c(SCC(=O)NCCc2ccccc2)nnc1-c1ccncc1	-6	6	-2	-2	8	0	5	4	0.96
CCn1c(N2CCN(C(=S)NCCc3ccccc3)CC2)nc2ccccc21	-8	-19	-2	11	10	-4	14	-39	1.4
O=C(c1ccccc1)c1ccc(OCCn2cnc3ccccc3c2=O)cc1	2	8	-2	15	-3	12	-23	7	0.93
O=C(CCN1CCN(c2ccccc2)CC1)c1ccc(Br)cc1	3	9	-7	11	45*	1	-10	-1	1
COC(=O)C1=C(C)NC(=O)C1(NS(=O)(=O)c1ccc(NC(C)=O)cc1)C(F)(F)F (stereo not given)	-11	11	2	-3	3	0	0	8	0.92
COc1ccc(OC)c(/C=N/NC(=O)CNC(=O)c2cccc3ccccc23)c1	-5	-12	-3	14	17	-1	12	2	0.98
O=C(O)c1cccc2cccnc12	-8	-11	1	26	-10	-4	2	11	0.89
Cc1nc(-c2ccc(F)cc2)c(CC(=O)N2CCN(S(=O)(=O)c3ccc(F)cc3)CC2)s1	-7	-4	-1	16	3	2	2	0	1
COc1cc(/C=N/NC(=O)/C(=C/c2ccccc2)CCO)ccc1O	-10	-8	-2	-12	21	-4	12	-12	1.1
CC(=O)c1ccc(S(=O)(=O)N2CCCCC2C(=O)O)cc1 (stereo not given)	-9	-3	-3	1	4	0	-2	-2	1
CCN1C(=O)[C@H]2[C@@H](c3ccc(C)cc3)N3C(=O)N(c4cccc(Cl)c4)C(=O)[C@@]3(CC)[C@H]2C1=O	-5	6	8	5	1	-4	2	3	0.97
C[C@H](NC(=O)c1[nH]cnc1C(=O)Nc1ccc(Cl)cc1)C(=O)OC(C)(C)C	-7	-34	-9	58*	17	-4	11	2	0.98
Cc1ccc(S(=O)(=O)N(C)C)cc1NC(=O)COC(=O)C1COc2ccccc2O1 (stereo not given)	-7	-5	-4	16	-3	0	5	-13	1.1
CC(C)(NO)/C(=N\O)c1ccc(Cl)cc1	-6	-10	-2	16	0	-2	-5	3	0.97
COc1ccc(/C=C/C(=O)Nc2cc(=O)n(C)c(=O)n2C)cc1	-2	-10	0	11	20	2	-9	1	0.99

One compound at a time (already shown). Screens in order: APOBEC3G inh | hIAP inh | MIN6 prolif | NLRP3 yeast inh | tim10-1 inh | A3A deaminase | TIM10 inh | mIAP block | mIAP act
C[C@H](NC(=O)c1[nH]cnc1C(=O)Nc1ccc(Cl)cc1)C(=O)OC(C)(C)C is listed as -7 | -34 | -9 | 58* | 17 | -4 | 11 | 2 | 0.98
Cc1ccc(S(=O)(=O)N(C)C)cc1NC(=O)COC(=O)C1COc2ccccc2O1 (stereo not given) is listed as -7 | -5 | -4 | 16 | -3 | 0 | 5 | -13 | 1.1

Continued:
SMILES	APOBEC3G inh	hIAP inh	MIN6 prolif	NLRP3 yeast inh	tim10-1 inh	A3A deaminase	TIM10 inh	mIAP block	mIAP act
Cc1ccc(-c2nc3cnccn3c2Nc2ccc3c(c2)OCO3)cc1	1	2	-4	4	28	3	20	0	1
Cc1[nH]c(=O)[nH]c(=O)c1S(=O)(=O)Nc1ccc(S(N)(=O)=O)cc1	-3	-7	-1	14	-14	-5	-1	-4	1
CC(C)(C)c1ccc(-c2conc2N)cc1	-1	-14	-3	59*	55*	3	43*	2	0.98
CCc1ccc(S(=O)(=O)NC(=S)Nc2ccccc2)cc1	4	5	-2	-1	11	2	12	4	0.96
CC(C)(C)N1CC(C(=O)Nc2cccc(Cl)c2Cl)CC1=O (stereo not given)	-8	-21	0	18	18	-2	-8	-5	1
C=CCn1c(SCC(N)=O)nnc1-c1ccccc1O	-8	-9	0	-6	-2	-4	0	-1	1
Cc1ccnc(NC(=O)CCC(=O)N(CC(=O)NCc2ccc(F)cc2)Cc2ccccc2)c1	-7	3	0	5	-4	-3	-12	-10	1.1
COC(=O)Nc1nc2ccc(Sc3ccccc3)cc2[nH]1	-4	-48	-7	0	-6	1	7	-8	1.1
O=S1(=O)CCN=C2SC3=C(CCCC3)N21	0	-14	0	-4	-10	-1	-4	0	1
CNC(=S)N/N=C/c1cn(CCOc2ccccc2OC)c2ccccc12	-10	-2	-1	9	24	-1	37	7	0.93
CC(=O)Nc1ccc(Br)c(Cl)c1	-7	-3	-1	22	-15	-7	-18	-4	1
O=C(c1ccc2nc[nH]c2c1)N1CCN(c2cccc(Cl)c2)CC1	6	-46	1	27	37	10	28	10	0.9

3 compounds drawn at random from those above, as already listed:
SMILES	APOBEC3G inh	hIAP inh	MIN6 prolif	NLRP3 yeast inh	tim10-1 inh	A3A deaminase	TIM10 inh	mIAP block	mIAP act
C[C@H](NC(=O)c1[nH]cnc1C(=O)Nc1ccc(Cl)cc1)C(=O)OC(C)(C)C	-7	-34	-9	58*	17	-4	11	2	0.98
Cc1ccc(-c2nc3cnccn3c2Nc2ccc3c(c2)OCO3)cc1	1	2	-4	4	28	3	20	0	1
CCN1C(=O)[C@H]2[C@@H](c3ccc(C)cc3)N3C(=O)N(c4cccc(Cl)c4)C(=O)[C@@]3(CC)[C@H]2C1=O	-5	6	8	5	1	-4	2	3	0.97

Further results:
SMILES	APOBEC3G inh	hIAP inh	MIN6 prolif	NLRP3 yeast inh	tim10-1 inh	A3A deaminase	TIM10 inh	mIAP block	mIAP act
COC(=O)C1=C(C)NC(C)=C(C(=O)OC(C)C)C1c1cccc2nonc12 (stereo not given)	6	-14	-6	17	34	-1	6	-4	1
CC(=O)c1cccc(S(=O)(=O)Nc2ccc3nc(C)sc3c2)c1	-2	8	-3	10	0	7	5	14	0.85
O=C(Cn1ncn2c(cc3ccccc32)c1=O)NCCC1=CCCCC1	4	9	-1	23	26	2	14	2	0.98
CC1(C)C(=O)Nc2ccccc2N1C(=O)COc1ncnc2ccccc12	-5	9	-1	5	-8	-3	-7	6	0.94
Cc1ccccc1N(C(=O)CCCC(=O)Nc1ccccn1)C(C(=O)NC1CCCC1)c1ccc(O)cc1 (stereo not given)	-5	8	0	11	2	-1	11	4	0.96
O=C(/C=C/c1ccc(O)c([N+](=O)[O-])c1)c1ccc2ccccc2c1	-6	28	-7	13	12	-1	0	15	0.85
COC(C(=O)Nc1ccc(S(=O)(=O)Nc2cccc3ccccc23)cc1)c1ccccc1 (stereo not given)	2	-18	0	19	33	6	17	3	0.97
CC(=O)N1CCc2cc(S(=O)(=O)NCC(=O)NCc3ccc(F)cc3)ccc21	-5	0	1	6	-1	-5	0	-4	1
O=C(COC(=O)c1ncc(Cl)c(Cl)c1Cl)NCc1ccccc1	-6	-10	-3	24	2	-1	-2	-4	1
COc1ccc(-c2cn3nc(C)c(C)nc3n2)cc1OC	-6	18	-2	2	9	-4	4	11	0.89
CCOC(=O)C(C(C)C)C(N)Cc1ccc(F)cc1 (stereo not given)	2	-6	-1	0	7	1	0	-4	1
O=C(Nc1ccc(N2CCOCC2)c(Cl)c1)c1ccccc1F	-6	4	-2	15	8	-4	1	-3	1
Cc1sc(NC(=O)c2ccco2)c(C(c2ccc(F)cc2)N2CCN(C)CC2)c1C (stereo not given)	-4	-14	-6	-1	56*	-2	35	-10	1.1
COc1cccc(NC(=O)C(Sc2nnc3ccccn23)c2ccccc2)c1 (stereo not given)	7	2	-1	-8	3	-3	-2	3	0.97

Screens deposited in PubChem by Sanford-Burnham Center for Chemical Genomics.
